# Compound activity from PubChem BioAssay.
# C2C12 statin = suppressors of simvastatin-induced myotoxicity in C2C12 myotubes; hit rate 0.78% among 330,000; ATP luminescence, 48 h; scaled: DMSO 0, geranylgeraniol control 100; rescue of ATP level, % at 7.49 µM;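 active = mean ATP rescue above about 67%, or every replicate alone reaching that limit, limit read from the data, passing the limit was not always enough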;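 note: myotubes were challenged with 10 µM simvastatin during compound exposure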
# PGC1a acetyl inh = PGC1a acetylation modulation, inhibitor mode | U2OS PGC1a acetylation, AlphaScreen anti-acetyl-lysine; with virally co-expressed GCN5 acetyltransferase | inhibition, % at 15.6 µM | hit rate 0.17% among 350,000 | AID 651687;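 active = every replicate shows inhibition of at least 40%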;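 note: 0% = neutral control wells and 100% = positive control wells; some results beyond the cut were filed as inactive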
# Cneo AK release = Cryptococcus neoformans lysis via adenylate kinase release; AID 651654; lysis activity, % at 15 µM; C. neoformans lysis, adenylate kinase release luminescence, 4 h; normalised: neutral wells 0, clomiphene wells 100; hit rate 0.2% among 360,000;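 active = mean lysis activity across replicates of at least 80%, whatever share of replicates individually reach that level; inactive = mean lysis activity below 80%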
#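 Schedule: static 4 h at 37 °C with compound, 1 h detection; system: C. neoformans cells; benchmarks: Clomiphene as positive control; buffer or medium: fresh YPD medium; measure: luminescence rise reflecting yeast cell lysis; measured by: luminescent adenylate kinase detection reagent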
# Numbers without * were called inactive.
no. | Molecule | C2C12 statin | PGC1a acetyl inh | Cneo AK release
1 | CCCC(=O)NC(c1ccc(C)cc1)c1ccc2cccnc2c1O (centres undefined) | -15 | 25 | 3
2 | CC(=O)N(CCCN1CCOCC1)Cc1ccncc1 | 17 | -3 | -1
3 | CC(NS(=O)(=O)c1ccc(CCC(=O)NCc2cccnc2)cc1)c1ccccc1 (centres undefined) | 5 | -7 | -2
4 | COc1ccc(C(=O)NCc2c(CC(C)C)oc(C)c2C(=O)O)cc1 | 6 | -8 | 0
5 | Cc1ccc(S(=O)(=O)N(C)CC(=O)O/N=C(\N)c2cccc([N+](=O)[O-])c2)cc1 | -38 | 0 | 0
6 | CCOc1ccccc1NC=C1C(=O)OC(C)(C)OC1=O | -24 | 1 | 0
7 | COc1cc(OC)c(C2N(c3cc(C)on3)C(=O)C3CCCN32)cc1OC (centres undefined) | -4 | 5 | -3
8 | COc1cc(N=c2ssnc2Cl)cc(OC)c1 | -11 | -12 | -4
9 | COc1ccc2nc(NC(=S)N(C)C)sc2c1 | 5 | 2 | -4
10 | CCC(=O)Nc1cc(C)c(NC(=O)C23CC4CC(CC(C4)C2)C3)cn1 | -11 | -4 | 2
11 | CCOc1ccccc1Cn1c(=O)oc2ccc(C)cc21 | 11 | -18 | 0
12 | C/C(=N\NC(=O)CC(C)C)c1ccc(Cl)c(Cl)c1 | -48 | -4 | 1
13 | COc1ccc(Oc2ncnc3c2ncn3Cc2ccccc2)cc1 | 1 | 6 | 1
14 | CCCCC(=O)Nc1ccnc(-c2cccnc2)n1 | -1 | 5 | -2
15 | Cc1ccc(Oc2ncccc2/C=N/OCc2ccc(Cl)c(Cl)c2)cc1 | 24 | -4 | -3
16 | CCS(=O)(=O)N1CCN(C(=O)c2ccc(-c3ccccc3)cc2)CC1 | -11 | 2 | -1
17 | Cc1c(NC(=O)C(C)N2C(=O)c3ccccc3C2=O)c(=O)n(-c2ccccc2)n1C (centres undefined) | -4 | 8 | 3
18 | O=CN1CCN(C(C(=O)NC2CCCC2)c2ccc(Cl)cc2)CC1 (centres undefined) | 27 | -2 | 12
19 | CCOP(=O)(c1ccc(N(C)C)cc1)C(O)c1cc(OC)c(OC)c(OC)c1 (centres undefined) | 0 | -8 | 1
20 | CCN1CCc2nc(NC(=O)C(c3ccccc3)c3ccccc3)sc2C1 | -18 | -2 | 0

no. | Molecule | C2C12 statin | PGC1a acetyl inh | Cneo AK release
21 | O=C(CCSc1ccc(Cl)cc1)NC12CC3CC(CC(C3)C1)C2 | -38 | -3 | 11
22 | CN(C)CCNc1oc(-c2cccc(Cl)c2)nc1C#N | 0 | 9 | 3
23 | CC(=O)NC(NC(=S)Nc1ccc(N=Nc2ccccc2C)cc1C)C(Cl)(Cl)Cl (centres undefined) | -10 | -5 | -2
24 | N#Cc1c(NC(=O)CSc2nc3ccccc3c(=O)n2Cc2ccco2)sc2c1CCCC2 | 4 | -3 | 3
25 | Cn1nnnc1SCC(=O)N1CCN(c2ccccc2)CC1 | -9 | -6 | -5
26 | COc1ccc(OC)c(CNC(=O)C2CCCN(C(=O)N(C)C)C2)c1 (centres undefined) | 8 | -4 | -2
27 | Cc1cc2ncn(N)c2cc1C | -1 | -8 | 3
28 | CCOC(=O)c1[nH]c2ccc(F)cc2c1N=C(C)N(CC)CC | -4 | 4 | 2
29 | Cc1cc(-c2ccccc2)nc2cc(C(=O)NCCCn3ccnc3)nn12 | 1 | -16 | -2
30 | CC(C)C(C(=O)Nc1ccc(N2CCOCC2)cc1)N1C(=O)c2ccccc2C1=O (centres undefined) | 12 | 14 | 0
31 | NC(=O)CS(=O)(=O)c1nc2ccccc2n1CC(=O)N1CCCCC1 | 15 | 4 | 0
32 | CCCNC(=O)N1CCN(c2ncccn2)CC1 | 10 | -5 | 0
33 | CCCCNC(=O)CSc1nc2n[nH]c(C)c2c(=N)n1-c1cccc(Cl)c1C | -17 | 2 | 9
34 | CC(C(=O)Nc1ccc(C(=O)O)c(O)c1)N1C(=O)/C(=C\c2ccco2)SC1=S (centres undefined) | 126* | 8 | 1
35 | COC(=O)C1C(=O)c2c([nH]c(C(=O)OC3CCCC3)c2C)CC1C (centres undefined) | -55 | -1 | -1
36 | Cc1ccc2c(n1)sc1c(-c3ccc(Br)cc3)c(C#N)c(N)nc12 | -3 | -11 | 3
37 | O=C(O)c1ccn[nH]1 | -3 | -3 | -1
38 | CC(=O)c1ccc(NC(=O)N2CCN(c3cccc(Cl)c3)CC2)cc1 | 6 | -13 | 0
39 | O=S(=O)(/N=C(/Nc1ccccn1)c1ccccc1)c1ccc(Cl)cc1 | 4 | 3 | 0
40 | NC1=NC(=O)/C(=C\c2cccs2)S1 | -12 | 23 | 0

no. | Molecule | C2C12 statin | PGC1a acetyl inh | Cneo AK release
41 | CCOc1cc(N2CCOCC2)c(OCC)cc1NC(=O)Cn1[nH]c(=O)c2ccccc2c1=O | 0 | 1 | -4
42 | O=C(/C=C/c1ccc(F)cc1)NCCC1=CCCCC1 | -17 | -3 | 3
43 | O=C(O)c1[nH]c2ccc(Cl)cc2c1CC(=O)N1CCN(c2ccccc2)CC1 | 13 | 8 | 1
44 | COC(=O)CCN(C(=O)C12CC3CC(CC(C3)C1)C2)c1ccccn1 | 7 | -12 | 1
45 | CC1=CCC2C(=O)N(c3ccc4ccccc4n3)C(=O)C2C1 (centres undefined) | -1 | 3 | -1
46 | CCn1c(=N)n(CCOc2ccc(OC)cc2)c2ccccc21 | -28 | 2 | 6
47 | Oc1ccc(Nc2nc(NCC3CCCO3)c3ccccc3n2)cc1 (centres undefined) | -22 | -11 | 0
48 | CCOc1nc(SCCOc2ccc(C)cc2)nc(N(C)C)n1 | 0 | -27 | 3
49 | CC(Sc1n[nH]c(=O)[nH]c1=O)C(=O)OCc1ccccc1 (centres undefined) | 3 | -17 | -2
50 | Cn1c(=O)c2c(nc(OCc3cccnc3)n2Cc2c(F)cccc2Cl)n(C)c1=O | 9 | 5 | 2
51 | COc1ccc(Cl)cc1N(C)C(=O)CCNC(=O)Cn1cnc2ccccc2c1=O | -3 | -4 | -1
52 | CC1CN(S(=O)(=O)c2ccc(Cl)c(S(=O)(=O)N3CC(C)OC(C)C3)c2)CC(C)O1 (centres undefined) | -3 | -2 | -1
53 | CCN(CC)NC(=S)Nc1ccccc1 | 0 | -3 | 0
54 | CC(C)Cn1c(-c2ccco2)csc1=Nc1cccnc1 | 4 | 26 | 3
55 | O=C(NCCC1=CCCCC1)C1CCN(S(=O)(=O)c2cnc[nH]2)CC1 | -7 | 15 | 2
56 | CCCNC(=O)COC(=O)c1ccc(Cl)c(S(=O)(=O)N2CCCC2)c1 | 28 | 3 | 0
57 | COC(=O)c1cc(OC)c(OC)cc1NC(=O)CCc1ccc(C)o1 | -11 | -14 | -3
58 | CC1(C)CC2CC(C)(CN2C(=O)COc2cccc3ccccc23)C1 (centres undefined) | -1 | -4 | 0
59 | COc1ccc(OCCNC(=S)Nc2cccc3ccccc23)cc1 | 53 | -10 | 1
60 | CCc1[nH]nc2c1C(Cc1ccccc1)C(C#N)=C(N)O2 (centres undefined) | 6 | -5 | 3

# For convenience, some entries already given.
no. | Molecule | C2C12 statin | PGC1a acetyl inh | Cneo AK release
59 | COc1ccc(OCCNC(=S)Nc2cccc3ccccc23)cc1 | 53 | -10 | 1
60 | CCc1[nH]nc2c1C(Cc1ccccc1)C(C#N)=C(N)O2 (centres undefined) | 6 | -5 | 3

# (further entries)
no. | Molecule | C2C12 statin | PGC1a acetyl inh | Cneo AK release
61 | CC(C)CNC1=CC(=O)CC(c2ccco2)C1 (centres undefined) | -4 | -8 | 2
62 | O=C(OCCOc1ccc(Br)cc1)c1cnccn1 | 117* | -2 | 5
63 | Cc1ccccc1Oc1ncnc2sccc12 | 5 | 9 | -8
64 | COCCn1c(C)cc(C(=O)CSc2nc3ccccc3c(=O)[nH]2)c1C | 15 | 2 | 0
65 | Cc1[nH]c(=O)[nH]c(=O)c1S(=O)(=O)N1CCCC(C(=O)N2CCN(c3ccccc3Cl)CC2)C1 (centres undefined) | 4 | 7 | 2
66 | O=C(CCCNS(=O)(=O)c1ccc(Br)cc1)N1CC[C@@]2(O)CCCC[C@H]2C1 | -9 | -14 | -1
67 | CSCC[C@H](NC(=O)OC(C)(C)C)c1nnc(SCC(=O)N(C)C)o1 | -2 | -2 | -4
68 | COc1ccccc1N1CCN(C(=O)C(C)N(c2ccc(C)cc2)S(C)(=O)=O)CC1 (centres undefined) | 7 | -3 | 4
69 | O=C1c2ccc(-c3ccc(F)cc3OCc3ccccc3)cc2S(=O)(=O)c2cccc(C(=O)N3CCCC3)c21 | -12 | -32 | 0
70 | COC(=O)c1ccccc1NC(=O)CSc1ccccn1 | -5 | 5 | 1
71 | CC1C(=O)CC(c2ccccc2)NC1c1ccccc1 (centres undefined) | 16 | -9 | 0
72 | CCCC1CCc2c(c3ccccc3[nH]c2=O)O1 (centres undefined) | 15 | 43 | 4
73 | COc1ccc(/C=C2\NC(=S)N(CC3CCCO3)C2=O)c(OC)c1 (centres undefined) | -8 | -16 | 2
74 | COc1ccc(NC(=O)C2CCN(c3cc(C)nc(-c4ccccc4)n3)CC2)cc1 | -10 | -9 | 0
75 | Cn1nnc(NC(=O)CSc2nnnn2-c2ccc(F)cc2)n1 | -18 | 5 | 0
76 | C/C(=C\C(=O)c1ccc(C)o1)Nc1ccc(C(=O)O)cc1C | 7 | 4 | -3
77 | CC(=O)c1c(C)[nH]c(C(=O)NC2=NCCS2)c1C | 7 | -6 | -1
78 | Oc1sc(C=Nc2ccc(F)cc2)c2ccccc12 | 13 | -8 | 0
79 | Cc1cc(C(=O)CSc2nnc(-c3ccco3)o2)c(C)n1CC1COc2ccccc2O1 (centres undefined) | 2 | -14 | 0
80 | O=C(CSc1nc2nc[nH]c2c(=O)[nH]1)NC1CCCCC1 | 3 | -5 | 1

no. | Molecule | C2C12 statin | PGC1a acetyl inh | Cneo AK release
81 | O=C(NCc1ccccc1)C1C(=O)N(Cc2ccccc2)C(=O)C1C1(O)CCCC1 (centres undefined) | -2 | -1 | 0
82 | COc1ccc(CC(=O)Nc2nc3ccccc3s2)cc1S(=O)(=O)N1CCOCC1 | -5 | -38 | 0
83 | Cc1ccc(S(=O)(=O)N(C)c2ccc(C(=O)O)cc2)cc1 | 125* | -3 | 1
84 | CCCC(C)C(=O)Nc1ccc(C(N)=O)cc1 (centres undefined) | 10 | -2 | -1
85 | CCN1C(=O)CC(N2CCC(Nc3ccc(OC)cc3)CC2)C1=O (centres undefined) | -8 | 2 | 2
86 | Cc1nc2ccccc2n1CCc1nc2c3ccccc3nc(SCC(=O)NCc3ccco3)n2n1 | 15 | -5 | 2
87 | COc1ccccc1CNC(=O)COc1ccccc1OC | -17 | -6 | 3
88 | O=C(NCC(c1ccco1)N1CCCC1)c1ccc(Cl)cc1 (centres undefined) | 92* | 5 | 1
89 | CCN(CC)CC(O)COc1ccc2c(c1)OCO2 (centres undefined) | 2 | 4 | -3
90 | Cc1ccc(S(=O)(=O)NC(=O)COc2ccccc2C)cc1 | 6 | 0 | 3
91 | COc1cccc(CNC(=O)C2CCCN(S(=O)(=O)c3c(C)n[nH]c3C)C2)c1 (centres undefined) | 75* | 10 | 0

# From no. 3 as far as 21, copied from above:
no. | Molecule | C2C12 statin | PGC1a acetyl inh | Cneo AK release
3 | CC(NS(=O)(=O)c1ccc(CCC(=O)NCc2cccnc2)cc1)c1ccccc1 (centres undefined) | 5 | -7 | -2
4 | COc1ccc(C(=O)NCc2c(CC(C)C)oc(C)c2C(=O)O)cc1 | 6 | -8 | 0
5 | Cc1ccc(S(=O)(=O)N(C)CC(=O)O/N=C(\N)c2cccc([N+](=O)[O-])c2)cc1 | -38 | 0 | 0
6 | CCOc1ccccc1NC=C1C(=O)OC(C)(C)OC1=O | -24 | 1 | 0
7 | COc1cc(OC)c(C2N(c3cc(C)on3)C(=O)C3CCCN32)cc1OC (centres undefined) | -4 | 5 | -3
8 | COc1cc(N=c2ssnc2Cl)cc(OC)c1 | -11 | -12 | -4
9 | COc1ccc2nc(NC(=S)N(C)C)sc2c1 | 5 | 2 | -4
10 | CCC(=O)Nc1cc(C)c(NC(=O)C23CC4CC(CC(C4)C2)C3)cn1 | -11 | -4 | 2
11 | CCOc1ccccc1Cn1c(=O)oc2ccc(C)cc21 | 11 | -18 | 0
12 | C/C(=N\NC(=O)CC(C)C)c1ccc(Cl)c(Cl)c1 | -48 | -4 | 1
13 | COc1ccc(Oc2ncnc3c2ncn3Cc2ccccc2)cc1 | 1 | 6 | 1
14 | CCCCC(=O)Nc1ccnc(-c2cccnc2)n1 | -1 | 5 | -2
15 | Cc1ccc(Oc2ncccc2/C=N/OCc2ccc(Cl)c(Cl)c2)cc1 | 24 | -4 | -3
16 | CCS(=O)(=O)N1CCN(C(=O)c2ccc(-c3ccccc3)cc2)CC1 | -11 | 2 | -1
17 | Cc1c(NC(=O)C(C)N2C(=O)c3ccccc3C2=O)c(=O)n(-c2ccccc2)n1C (centres undefined) | -4 | 8 | 3
18 | O=CN1CCN(C(C(=O)NC2CCCC2)c2ccc(Cl)cc2)CC1 (centres undefined) | 27 | -2 | 12
19 | CCOP(=O)(c1ccc(N(C)C)cc1)C(O)c1cc(OC)c(OC)c(OC)c1 (centres undefined) | 0 | -8 | 1
20 | CCN1CCc2nc(NC(=O)C(c3ccccc3)c3ccccc3)sc2C1 | -18 | -2 | 0
21 | O=C(CCSc1ccc(Cl)cc1)NC12CC3CC(CC(C3)C1)C2 | -38 | -3 | 11

# Some of the compounds tested; rates above refer to the full screens.
